Source: PubChem
SRC3 TRFRET art – TR-FRET detection interference compounds, artefact control for PPARgamma SRC-3 recruitment agonists, biochemical, TR-FRET ratio; TR-FRET artefact counter-screen, PPARgamma/SRC-3 format; hits give high values; TR-FRET ratio at 8 µM; actives 0.39% (n = 99,000); AID 1048, 2008; in the data active = TR-FRET ratio above about 2000; also: inactives centre near 1600
SRC1 TRFRET art – TR-FRET detection interference compounds, primary screen, artefact control for PPARgamma SRC-1 recruitment agonists, biochemical, TR-FRET emission ratio; AID 1051, 2008; TR-FRET detection artefact counter-screen; hits give high values; TR-FRET ratio at 8 µM; actives 0.34% (n = 99,000); in the data active = TR-FRET ratio above about 2300; also: inactives centre near 1800
* = called active by the depositor.

Structure | SRC3 TRFRET art | SRC1 TRFRET art
Cc1ccc(-c2nnc(SCC(=O)NC3CCS(=O)(=O)C3)nc2-c2ccc(C)cc2)cc1 (stereo unspecified) | 1768 | 1869
COc1ccc(C2=NCCc3cc(OC)c(OC)cc32)cc1OC | 1438 | 1765
N#Cc1c(NC(=O)CN2CCN(C(=O)c3ccco3)CC2)sc2c1CCCCC2 | 1362 | 1739
CCC(Sc1nc2n[nH]c(C)c2c(=N)n1-c1ccc(C)c(Cl)c1)C(=O)N1CCOCC1 (stereo unspecified) | 1555 | 1827
O=C1CCC([N+](=O)[O-])C(c2cc3c(cc2Cl)OCO3)N1 (stereo unspecified) | 1705 | 1629
O=C(Nc1ccc(C(=O)N2CCOCC2)cc1)Nc1ccc(Cl)cc1Cl | 1604 | 1614
O=C(CCC(=O)OCc1ccc(C(=O)Oc2ccc(Cl)cc2)cc1)Nc1ccccc1 | 1727 | 1822
COc1ccc(OC)c(-n2c(=O)c3ccccc3c3ccccc3c2=O)c1 | 1355 | 1771
CC(=O)NC(CCCNC(=S)NC1CCCCC1)C(=O)O (stereo unspecified) | 1499 | 1841
O=C(Nc1ccccn1)c1ccc([N+](=O)[O-])o1 | 1557 | 1851
COc1cc(/C=N/N2CCOCC2)ccc1OC(=O)c1ccco1 | 1489 | 1631
CCCS(=O)(=O)c1c(S(=O)(=O)CCC)c2ccc(C(N)=O)cn2c1C(=O)OC | 1578 | 1924
CCCCCCc1c(O)nc(SCCN2CCOCC2)[nH]c1=O | 1394 | 1759
CC(=O)NC(CC(=O)NC1CCCCCC1)c1ccccc1 (stereo unspecified) | 1530 | 2112
COc1ccccc1C(=O)C1CCCN(C(=O)c2cc(C(C)C)no2)C1 (stereo unspecified) | 1540 | 2028
CCN(CC)CCNC(=O)c1ccc(NC(=O)c2cn(-c3ccccc3)nc2-c2cccs2)cc1 | 1652 | 1687
COc1ccccc1-n1c(-c2ccccc2)n[nH]c1=S | 1526 | 1663
COCc1nc2ccccc2n1Cc1ccccc1C | 1501 | 1636
Cc1cc(NC(=O)CSc2nnc(C)n2-c2ccccc2C)no1 | 1648 | 1691
CCOc1ccccc1-c1nc(CN(Cc2cnn(C)c2)C(C)C)c(C)o1 | 1594 | 1943
CC(=O)c1ccc(NC(=O)c2ccc(C)c(Br)c2)cc1 | 1728 | 1615
COc1ccc(CCNS(=O)(=O)c2c(N)n(C)c(=O)n(C)c2=O)cc1OC | 1766 | 1924
CC(=O)c1c(C)[nH]c(C(=O)COC(=O)c2ccc3c(=O)n4c(nc3c2)CCC4)c1C | 1551 | 2050
O=[N+]([O-])c1ccc(N2CCN(Cc3ccccc3)CC2)nc1 | 1858 | 1792
NS(=O)(=O)c1ccc(NC(=S)Nc2ccc(OCc3ccccc3)cc2)cc1 | 1787 | 1765
Cc1ccc(NC(=O)NC2CCCCC2)c(C)c1 | 1522 | 1841
COc1ccccc1NC(=O)CC1C(=O)Nc2ccccc2N1C(=O)c1ccccc1 (stereo unspecified) | 1407 | 1644
C/C(=N\NC(=O)c1nc2ccccn2c1C)c1cc2ccccc2o1 | 1658 | 1934
Cc1ccc(NC(=O)COC(=O)C2CC(=O)N(Cc3ccccc3)C2)cc1S(=O)(=O)N(C)C (stereo unspecified) | 1606 | 1926
Cc1ccc(OCCCCN2CCC(C)CC2)c(Br)c1 | 1493 | 1476
COc1cc(NC(=O)c2cc([N+](=O)[O-])ccc2Br)ccc1NC(=O)c1ccco1 | 1453 | 1634
CCNc1cc(S(=O)(=O)C(F)(F)F)ccc1N | 1599 | 1898
Cn1c(N)c(C(=O)COC(=O)CCc2ccccc2)c(=O)n(C)c1=O | 1717 | 1880
CCOc1ccccc1/C=N/NC(=O)c1cccc(S(=O)(=O)N(CC)CC)c1 | 1591 | 2056
COc1cc(/C=N/N=C(/C(=O)c2ccccc2)c2ccccc2)cc(OC)c1O | 1667 | 1940
Cc1cc2ccccn2c1C(=O)Nc1ccc(Cl)cc1 | 1563 | 1802
COc1cc(C)nc(Oc2ccc(/C=N/O)cc2)n1 | 1356 | 1851
COC(=O)c1[nH]c2ccc(F)cc2c1NS(=O)(=O)c1ccc(F)c(C)c1 | 1644 | 1806
COc1cc(CC(=O)OCC(=O)Nc2cc([N+](=O)[O-])ccc2F)cc(OC)c1OC | 1683 | 1669
CC(C)C(=O)NNS(=O)(=O)c1ccccc1[N+](=O)[O-] | 1683 | 1811
CN(C)C=NCCn1c(N2CCOCC2)nc2c1c(=O)n(C)c(=O)n2C | 1469 | 1517
CC(CN1CCCCC1)OC(=O)CCc1ccccc1 (stereo unspecified) | 1873 | 2014
CCN(CC)CCN(Cc1cc2ccc(C)cc2[nH]c1=O)C(=S)Nc1ccccc1C(=O)OC | 1753 | 1870
N/C(=N\OC(=O)Cc1ccc(-c2ccccc2)cc1)c1ccncc1 | 1367 | 1612
CC12CCC(C(=O)Nc3ccccc3)(C(Br)C1=O)C2(C)C (stereo unspecified) | 1514 | 1708
Cc1ccc(NC(=O)CCNC(=O)c2ccc(Cl)cc2)cc1F | 1556 | 1700
COC(=O)/C(=C1/Oc2ccc(C(C)(C)C)cc2S1)C(F)(F)F | 1709 | 1783
Cc1nnc(NC(=O)CSc2ccc(-c3ccco3)nn2)s1 | 1601 | 1593
O=C(CN1C(=O)/C(=C\c2ccccc2F)SC1=S)Nc1nc2ccccc2s1 | 1677 | 1805
CC(=O)NC1(c2ccccc2)CCN(CC(=O)N2CCC(C)CC2)CC1 | 1420 | 1683
C/C(=N\NC(=O)c1nn(C)c(C)c1Br)c1cccc(NC(=O)c2ccoc2C)c1 | 1732 | 1802
COc1ccc(NC(=S)N2c3ccccc3CC2C)cc1OC (stereo unspecified) | 1465 | 1743
CC(C)(C)NC(=O)COC(=O)c1ccccc1OCC(=O)Nc1ccc(Br)cc1 | 1447 | 1507
COc1ccc(CCN(CC(=O)NC2CCCC2)C(=O)Cn2nnc(-c3ccc(C)o3)n2)cc1OC | 1603 | 1413
Cc1cc(C)cc(OCC(=O)N/N=C/c2ccc([N+](=O)[O-])o2)c1 | 1699 | 1728
CCN(CC)CCNCC(O)(c1ccc(Cl)cc1)c1ccc(Cl)cc1 | 1719 | 1742

Later entries:
Structure | SRC3 TRFRET art | SRC1 TRFRET art
CCOC(=O)/C(C#N)=C/c1cc2ccccc2nc1N1CCCCC1 | 2129* | 2172
C=C(C)c1cccc(C(C)(C)NC(=O)NC2CC(C)(C)NC(C)(C)C2)c1 | 1618 | 1963
CC1(C)Cc2ccccc2-c2nc3n(c(=O)c21)CCCS3 | 1507 | 1610
CCN1C(=O)C(CC(=O)Nc2ccc(OC)cc2)N(Cc2ccc3c(c2)OCO3)C1=S (stereo unspecified) | 1676 | 1893
CC(=O)C(Sc1nc(-c2ccc(F)cc2)nc2c1c(=O)n(C)c(=O)n2C)C(C)=O | 1535 | 1803
CCOc1ccc(NC(=O)CC2C(=O)N(c3ccccc3)C(=O)N2CCOC)cc1 (stereo unspecified) | 1498 | 1592
Nc1cccc(CN2CCCC2)c1 | 1606 | 1653
COc1ccccc1-c1noc(CSc2nc(C)cc(=O)[nH]2)n1 | 1536 | 1620
CCOC(=O)N1CCN(C(=O)/C(=C/c2ccc(OC)c(OC)c2)NC(=O)c2ccccc2)CC1 | 1597 | 1881
O=C(Nc1ccccc1F)Nc1ccccc1OC(F)F | 1531 | 1834
COc1ccc(-c2csc(=Nc3ccccc3)n2CCO)cc1 | 1646 | 1890
CCCc1cc(-c2nc(N)ncc2-c2csc(C)n2)c(O)cc1OC | 1351 | 1537
CC(C)C(=O)Nc1cccc(NC(=O)c2ccc([N+](=O)[O-])cc2Cl)c1 | 1485 | 1714
N#Cc1ccc(/C=N/NC(=O)c2ccccc2F)cc1 | 1817 | 2036
Cc1nc2ccc(NC(=S)NC3CC3)cc2nc1C | 1560 | 1838
O=C(CNC(=S)N(Cc1ccc(F)cc1)C1CCCCC1)NCC1CCCO1 (stereo unspecified) | 1381 | 1691

Gathered by group, the compounds so far with bromine (six)
Structure | SRC3 TRFRET art | SRC1 TRFRET art
CC(=O)c1ccc(NC(=O)c2ccc(C)c(Br)c2)cc1 | 1728 | 1615
Cc1ccc(OCCCCN2CCC(C)CC2)c(Br)c1 | 1493 | 1476
COc1cc(NC(=O)c2cc([N+](=O)[O-])ccc2Br)ccc1NC(=O)c1ccco1 | 1453 | 1634
CC12CCC(C(=O)Nc3ccccc3)(C(Br)C1=O)C2(C)C (stereo unspecified) | 1514 | 1708
C/C(=N\NC(=O)c1nn(C)c(C)c1Br)c1cccc(NC(=O)c2ccoc2C)c1 | 1732 | 1802
CC(C)(C)NC(=O)COC(=O)c1ccccc1OCC(=O)Nc1ccc(Br)cc1 | 1447 | 1507

More entries:
Structure | SRC3 TRFRET art | SRC1 TRFRET art
O=C(Nc1nnc(SCc2ccc(F)cc2)s1)c1cccnc1Cl | 1574 | 1826
O=C(CSc1ccccc1)N1CCN(c2ccccn2)CC1 | 1518 | 1845
COc1ccc(CN(C)CC(=O)Nc2ccccc2-c2ccccc2)c(OC)c1 | 1359 | 1976
S=C(NCC1CCCO1)Nc1ccc(Cl)cc1 (stereo unspecified) | 1551 | 2008
CCCCCCCCC(=O)N/N=C(\C)c1ccco1 | 1702 | 1677
COc1cccc(NC(=S)NC(C)c2ccc(OC)c(OC)c2)c1 (stereo unspecified) | 1450 | 2083
COc1ccccc1N/C(=N/S(=O)(=O)c1ccc(C)cc1)c1ccccc1 | 1398 | 1778
Cc1ccc(Cl)cc1NC(=O)CCCN1C(=O)c2cccnc2C1=O | 1837 | 2063
CSCC[C@H](NC(=O)C1CCN(S(=O)(=O)c2ccc(C)cc2)CC1)C(=O)NC1CCS(=O)(=O)C1 (stereo partly specified) | 1551 | 2004
O=C1c2ccccc2NC(c2ccc(-c3cccc([N+](=O)[O-])c3)o2)N1O (stereo unspecified) | 1458 | 1598
COc1ccccc1OCCC(=O)OCC(=O)Nc1cc(S(=O)(=O)N2CCOCC2)ccc1Cl | 1652 | 1993
COc1ccc(Cn2c(=O)[nH]c3cc(C(=O)NC4CCN(Cc5ccccc5)CC4)ccc32)cc1 | 1480 | 1621
O=C(C1=C[C@H](c2csc3ccccc23)C[C@H](OCc2ccc(CO)cc2)O1)N1CCOCC1 | 1443 | 1827
COc1cccc(C(=O)NC(=S)NCc2ccco2)c1 | 1559 | 1771
O=C(O)COc1ccc(/C=N/NC(=O)c2ccccc2Br)cc1 | 1602 | 2068
COc1ccc(OC)c(/C=N/NC(=O)CCc2n[nH]c(=O)[nH]c2=O)c1 | 1826 | 1691
O=C(O)c1cccc(CN2C(=O)SC(Nc3cccc4ccccc34)C2=O)c1 (stereo unspecified) | 1531 | 1790
CCC(Oc1ccc2c(=O)c(-c3ccccc3OC)coc2c1)C(=O)OCc1ccccc1 (stereo unspecified) | 1465 | 1653
CCN(CC)c1ccc(S(=O)(=O)N2CCOCC2)cc1NS(C)(=O)=O | 1485 | 1745
O=C(NNC(=S)Nc1ccc(Br)cc1Cl)c1ccco1 | 1405 | 1577
O=C(Cc1ccc(Br)cc1)Nc1ccc(S(=O)(=O)NCC2CCCO2)cc1 (stereo unspecified) | 1553 | 1483
Cc1cccc(NC(=O)CSc2nnc(-c3ccco3)n2CC2CCCO2)n1 (stereo unspecified) | 1593 | 1892
Cc1cc(C(=O)Nn2cnc3ccccc3c2=O)ccc1[N+](=O)[O-] | 1559 | 1748
CC1(C)CC(=O)C2=C(C1)OC(N)=C(C#N)C2c1cn(-c2ccccc2)nc1-c1ccccc1 (stereo unspecified) | 1595 | 1590
CCc1nnc(NC(=O)CSc2nnc(Cc3cc(=O)[nH]c(=O)[nH]3)n2-c2cccc(OC)c2)s1 | 1461 | 1590
NC(=O)NC(=O)COC(=O)c1ccc(OC(F)F)cc1 | 1530 | 1611
C/C(=N\NC(=O)CCC(=O)Nc1ccc(C)c(C)c1)c1cccs1 | 1595 | 1952
Nc1cccc(C2=Nc3cccc4cccc(c34)N2)c1 | 1493 | 1906
N#CC1(C#N)C(C(N)=O)C1c1ccccc1 (stereo unspecified) | 1646 | 1725
O=C(NN1CCOCC1)c1cc(-c2ccc(Br)s2)nc2ccccc12 | 1908 | 2048
CCOc1ccccc1CN1CCN(CCCn2cccn2)CC1CCO (stereo unspecified) | 1686 | 1975
COc1ccc(C(=O)Oc2ccc(/C=N/O)cc2)cc1 | 1515 | 1715

Random excerpt: 4 compounds from above.
Structure | SRC3 TRFRET art | SRC1 TRFRET art
C/C(=N\NC(=O)CCC(=O)Nc1ccc(C)c(C)c1)c1cccs1 | 1595 | 1952
N#CC1(C#N)C(C(N)=O)C1c1ccccc1 (stereo unspecified) | 1646 | 1725
CCOc1ccccc1CN1CCN(CCCn2cccn2)CC1CCO (stereo unspecified) | 1686 | 1975
COc1ccc(C(=O)Oc2ccc(/C=N/O)cc2)cc1 | 1515 | 1715

Next section:
Structure | SRC3 TRFRET art | SRC1 TRFRET art
COc1cc(/C=N/NC(=O)c2ccc(=O)[nH]n2)ccc1O | 1659 | 2107
Cc1ccc(-n2ncc3c(=O)n(CC(=O)N4CCN(c5ccccc5)CC4)cnc32)cc1 | 1573 | 2046
Cc1ccccc1C(=O)NC(=S)NCCN1CCOCC1 | 1462 | 1659
COc1ccc(N2CCN(Cc3cc(=O)oc4cc(C)c(Cl)cc34)CC2)cc1 | 1784 | 1660
CC(C)CN(C)C(=O)CCc1nnc(Cc2cccc(C(F)(F)F)c2)o1 | 1574 | 1470
Fc1cc(NCc2ccccc2)nc(NCc2ccccc2)n1 | 1546 | 1672
COCCCNC(=S)NCCNc1nc2c(C)c(C)ccc2cc1C#N | 1621 | 1976
Cc1cc(O)c(Oc2cc(C)cc(O)c2O)c(O)c1 | 1696 | 2044
O=C(Nc1ccc(Br)cc1)c1cccnc1N1CCOCC1 | 1425 | 1660
O=C(OCC1CC(c2ccccc2)=NO1)c1ccc(Br)cc1 (stereo unspecified) | 1744 | 2110
O=C1c2cccc([N+](=O)[O-])c2C(=O)N1c1c[nH]c(=O)[nH]c1=O | 1648 | 1452
CCOc1cc2[nH]c(=O)n(Cc3ccc(C(=O)NCCOC)cc3)c(=O)c2cc1OCC | 1646 | 1762
COC(=O)c1cc(C(=O)NCCCN2CCOCC2)cc([N+](=O)[O-])c1 | 1600 | 1626
CCO[C@H]1OC(C(=O)N2CCN(Cc3ccc4c(c3)OCO4)CC2)=C[C@@H](C2CCCCC2)[C@@H]1CCCO | 1641 | 1521
